TSG101-PTAP inh: qHTS Validation Assay for Inhibitors of HIV-1 Budding by Blocking the Interaction of PTAP/TSG101: Sytravon Library Screen | Tumor susceptibility gene 101 protein (Homo sapiens), Q99816 | Fluorescence polarization, FITC-PTAP peptide/Tsg101, 20 min | Potency, µM (series often up to 115 µM), for the others: at the highest dose activity change, negative = inhibition, most hits filed as inhibitors | 44,000 tested, under 10 active | AID 1347069, 2019; also: potency is read from the fitted curve at half-maximal effect; 0% is about no effect
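Compounds pinned into 10 uM Tsg101 binding domain, then 50 nM FITC-PTAP peptide added in pH 7.5 HEPES buffer; FP read after 20 min, room temperature. Total S+P intensity flags fluorescent compounds; active cut-off <25 µM, efficacy <60%.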
NTMT1 inh: Primary qHTS for Inhibitors of N-terminal methyltransferase 1 (NTMT1): MTaseGlo Assay; N-terminal Xaa-Pro-Lys N-methyltransferase 1 (Homo sapiens), Q9BV86; NTMT1 MTase-Glo SAH luminescence, purified enzyme; Potency, µM (highest dose often 114 µM), without a hit: top-dose activity change, negative = inhibition, hits mostly inhibitors; 2.5% of 59,000 active; AID 1645870, 2021;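 also: potency is read from the fitted curve at half-maximal effect; plate controls were DMSO vehicle for no effect and no enzyme for full effect; nearly all actives have a fitted effect of over 65% in size; many of its hits are not listed in these tables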
Target sequence (Q9BV86 whole entry, looked up): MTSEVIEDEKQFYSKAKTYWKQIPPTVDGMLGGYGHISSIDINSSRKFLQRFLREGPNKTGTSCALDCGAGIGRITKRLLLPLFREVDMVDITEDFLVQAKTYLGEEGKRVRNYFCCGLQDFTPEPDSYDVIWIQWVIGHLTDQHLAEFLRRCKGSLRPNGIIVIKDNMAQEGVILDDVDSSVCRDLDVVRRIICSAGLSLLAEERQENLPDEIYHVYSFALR
B2AR arrestin ag: qHTS assay of beta-arrestin-biased ligands of beta2-adrenergic receptor: NCGC Sytravon Library Screen. Beta-2 adrenergic receptor (Homo sapiens), P07550. HTLA Tango cells, beta-arrestin recruitment, luciferase luminescence, 18 h. Potency, µM (top dose mostly 46.1 µM), without a hit: top-dose activation, most hits filed as activators. 44,000 tested, under 10 active. AID 1347077, 2019;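 also: potency is read from the fitted curve at half-maximal effect; 0% = DMSO and full agonism = EC100 isoproterenol or metaproterenol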
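Tango cells expressing recombinant beta2-AR and beta-arrestin were treated with compounds (up to 46 microM titration) in DMEM with 1% FBS for 18 hr at 37 degrees C. Beta-arrestin recruitment drove tTA-dependent luciferase, read by luminescence; curves were fitted and classed.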
GALK inh: qHTS Assay for Inhibitors of Human Galactokinase (GALK): NCGC Sytravon Library Screen. AID 1347072, 2019. Potency, µM (series often up to 57.5 µM), without a hit: top-dose activity, negative = inhibition, hits mostly inhibitors. recombinant GALK, Kinase-Glo ATP luminescence, 1 h. P51570. 44,000 tested, under 10 active;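 also: plate controls were full GALK reaction for no effect and reaction lacking GALK for full effect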
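5 nM GALK; 35 uM ATP; 100 uM D-galactose; 20 mM HEPES pH 8.0, 5 mM MgCl2, 60 mM NaCl, 1 mM DTT, 0.01% BSA; 1 h RT; Kinase-Glo Plus luminescence.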
p53null 39C tox: qHTS Screen for Compounds that Selectively Target Cancer Cells with p53 Mutations: Cytotoxicity of p53 Null Cells at the Nonpermissive Temperature | H1299 p53-null (neo) cells, 39C, ATPlite viability, 24 h | Potency, µM (top dose mostly 46.1 µM), for inactives: at the highest dose activity, negative = cell killing, most hits filed as cytotoxic | 0.97% of 55,000 active;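 also: potency is read from the fitted curve at half-maximal effect; 0% = DMSO only and -100% = full killing by 100 µM tamoxifen; nearly all actives have a fitted effect of over 50% in size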
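Luminescent ATP signal reported cell survival after H1299 lines (neo, p53 null; or p53 A138V) received up to 46 uM compound and 24 hr incubation at 39C.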
p53null 32C tox: qHTS Screen for Compounds that Selectively Target Cancer Cells with p53 Mutations: Cytotoxicity of p53 Null Cells at the Permissive Temperature; H1299-neo p53 null cells, ATP luminescence, 24 h, 32C; Potency, µM (highest dose often 46.1 µM), inactives show top-dose activity change, negative = cytotoxicity, hits mostly cytotoxic; 0.62% of 55,000 active;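 also: potency is read from the fitted curve at half-maximal effect; 0% = DMSO only and -100% = full killing by 100 µM tamoxifen; nearly all actives have a fitted effect of over 55% in size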
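Luminescent ATP readout gave cell viability of p53-null H1299-neo cells after a 24 h compound exposure at the permissive 32C. Titrations ran up to 46 uM, and AC50s were fitted with the standard Hill equation.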
FH mod: Identification of activators of human fumarate hydratase by quantitative high-throughput screening; 0.22% of 54,000 active; Fumarate hydratase, mitochondrial (Homo sapiens), P07954; FH coupled MDH/diaphorase resazurin fluorescence, 15 min; Potency, µM (top dose mostly 79.9 µM), without a hit: at the highest dose activity change, negative = inhibition, most hits filed as inhibitors; also: potency is read from the fitted curve at half-maximal effect; % is scaled to controls: 0 for no effect and ±100 for the full control effect; the screen sought activators but most active calls are inhibition curves; nearly all actives have a fitted effect of over 45% in size
Target sequence (P07954 whole entry, looked up): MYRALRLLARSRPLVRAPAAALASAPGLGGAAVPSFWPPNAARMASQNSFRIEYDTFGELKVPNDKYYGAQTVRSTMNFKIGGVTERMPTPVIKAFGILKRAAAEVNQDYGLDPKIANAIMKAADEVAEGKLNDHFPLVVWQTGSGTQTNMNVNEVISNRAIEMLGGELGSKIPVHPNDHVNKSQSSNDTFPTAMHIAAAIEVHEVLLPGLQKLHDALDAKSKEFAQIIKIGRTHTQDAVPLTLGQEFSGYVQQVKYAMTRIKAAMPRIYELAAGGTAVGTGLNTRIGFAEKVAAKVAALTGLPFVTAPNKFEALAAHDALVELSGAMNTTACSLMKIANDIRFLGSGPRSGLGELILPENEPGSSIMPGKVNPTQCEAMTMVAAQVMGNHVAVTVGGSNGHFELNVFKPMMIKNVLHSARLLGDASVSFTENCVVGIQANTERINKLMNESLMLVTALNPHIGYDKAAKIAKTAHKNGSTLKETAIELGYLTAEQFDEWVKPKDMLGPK
Starred values were filed as active, the others as inactive; ? = inconclusive; / = not tested or not shown; [ ] = another dose, or the depositor's remark. Calls follow the shape of the dose curve; as a rule, active = well fitted curve in the direction sought with a large enough effect; inconclusive = small, poorly fitted or top-dose-only effect, or another doubt; inactive = no such curve, though single readings can be large; an effect the other way counts as inactive or inconclusive. Only part of the results is shown; rates above refer to the full screens.

Start of the listing, in advance:
[1] Cc1cccc(N(C)C(=O)CCS(=O)(=O)c2ccc3c(c2)oc(=O)n3C)c1
[2] O=C(NCc1ccc(Cl)cc1)C(=O)NCC(c1ccco1)S(=O)(=O)c1cccs1 (configuration not stated)
[3] COc1cc(C(=O)Nc2nonc2-c2ccc(Cl)cc2)cc(OC)c1OC
[4] O=C(NC1CCCCCC1)c1ccc2c(c1)sc1nc(-c3ccc(F)cc3)cn12
entry no. | 1 | 2 | 3 | 4
TSG101-PTAP inh | -1% | 2% | -3% | 5%
NTMT1 inh | 3% | -1% | 13% | -1%
B2AR arrestin ag | -1% | -4% | -1% | -1%
GALK inh | -1% | -1% | 1% | 2%
p53null 39C tox | -3% | 1% | -24% | 22%
p53null 32C tox | 1% | -6% | ? | 3%
FH mod | -16% | -27% | 0% | 2%

The listing, repeating the preview:
[1] Cc1cccc(N(C)C(=O)CCS(=O)(=O)c2ccc3c(c2)oc(=O)n3C)c1
[2] O=C(NCc1ccc(Cl)cc1)C(=O)NCC(c1ccco1)S(=O)(=O)c1cccs1 (configuration not stated)
[3] COc1cc(C(=O)Nc2nonc2-c2ccc(Cl)cc2)cc(OC)c1OC
[4] O=C(NC1CCCCCC1)c1ccc2c(c1)sc1nc(-c3ccc(F)cc3)cn12
[5] Cc1csc2nc(COc3ccc(NC(=O)COc4ccccc4F)cc3)cc(=O)n12
[6] Cc1ccccc1Nc1c(-c2ccc(Br)o2)nc2ccc(Cl)cn12
[7] O=C(c1cc2ccc3cccnc3c2[nH]1)N1CCN(c2ccccc2)CC1
[8] CCCN1CCN(c2ncnc3sc(C(=O)Nc4ccc(N(CC)CC)cc4C)c(C)c23)CC1
entry no. | 1 | 2 | 3 | 4 | 5 | 6 | 7 | 8
TSG101-PTAP inh | -1% | 2% | -3% | 5% | 0% | -2% | -1% | -6%
NTMT1 inh | 3% | -1% | 13% | -1% | ? | -1% | 1% | -19%
B2AR arrestin ag | -1% | -4% | -1% | -1% | 5% | -1% | 2% | 1%
GALK inh | -1% | -1% | 1% | 2% | 0% | 0% | 1% | 2%
p53null 39C tox | -3% | 1% | -24% | 22% | -5% | 5% | -17% | 12%
p53null 32C tox | 1% | -6% | ? | 3% | -1% | -6% | -6% | ?
FH mod | -16% | -27% | 0% | 2% | 1% | -2% | -22% | -21%

[9] CCOC(=O)c1cc(S(=O)(=O)Nc2cc(OC)ccc2OC)[nH]n1
[10] CCN(CC)S(=O)(=O)c1ccc2c(c1)N(CC(=O)N1CCN(c3ccc(OC)cc3)CC1)C(=O)CO2
[11] N#Cc1ccc(NC(=O)COCc2cc(-c3ccc(F)cc3)on2)cc1
[12] COc1cc(C(=O)Nc2ccc3c(c2)N(C2CCCC2)C(=O)c2ccccc2S3)cc(OC)c1OC
[13] O=C(Cn1ncc2c3ccccc3n(Cc3ccc(Cl)cc3)c2c1=O)NCc1cccs1
[14] COc1ccccc1-c1noc(-c2ccc(N(C)Cc3ccccc3)c([N+](=O)[O-])c2)n1
[15] COC(=O)c1ccc(OCC2c3cc(OC)c(OC)cc3CCN2C(=O)c2ccccc2F)cc1 (configuration not stated)
[16] COc1cccc(-n2cc(C(=O)Oc3cccc(C(F)(F)F)c3)c3ccccc3c2=O)c1
entry no. | 9 | 10 | 11 | 12 | 13 | 14 | 15 | 16
TSG101-PTAP inh | -3% | -2% | 2% | 0% | 48%[activator] | -7% | -5% | 0%
NTMT1 inh | -4% | -18% | -5% | 11% | 5% | 2% | 2% | ?
B2AR arrestin ag | -1% | 0% | 1% | -2% | -3% | -3% | 1% | 0%
GALK inh | 1% | 2% | 7% | 0% | -2% | 4% | -6% | 2%
p53null 39C tox | -8% | 28% | -9% | 24% | -6% | -3% | 17% | 54%[activator]
p53null 32C tox | 10% | -18% | 5% | 6% | -9% | -4% | 2% | ?
FH mod | -7% | -3% | -8% | -17% | 5% | -9% | -26% | -14%

[17] CC(=O)Nc1cc(C(=O)Nc2ccc3c(c2)N(C)C(=O)c2ccccc2S3)ccc1C
[18] COc1ccc(NC(=O)Cn2c(=O)n(-c3ccc(C)cc3)c(=O)c3c2cnn3C)cc1
[19] O=C(NCc1cccnc1)C1CCN(Cc2cc3ccccc3n2Cc2ccccc2)CC1
[20] Cc1ccc(CCNC(=O)CCS(=O)(=O)c2cc3c(cc2Cl)NC(=O)CO3)cc1
[21] CCOc1ccc(OCC)c(NC(=O)c2cc3ccccn3n2)c1
[22] CC1CCN(C(=O)Cn2cc(SCc3cccc(F)c3)c3ccccc32)CC1
[23] COc1cc(C)ccc1OCCSc1nc2ccc(NC(=O)c3ccc4c(c3)OCO4)cc2s1
[24] CCCc1nn2c(=O)cc(COC(=O)c3ccccc3NC(=O)C3CCCCC3)nc2s1
entry no. | 17 | 18 | 19 | 20 | 21 | 22 | 23 | 24
TSG101-PTAP inh | -8% | -1% | 1% | -1% | -1% | -9% | 2% | -1%
NTMT1 inh | 0% | ? | -12% | 4% | / | -3% | -4% | 4%
B2AR arrestin ag | 0% | 0% | 0% | 0% | 0% | 1% | -4% | -1%
GALK inh | 1% | 6% | 4% | 2% | 2% | -1% | -5% | ?
p53null 39C tox | 6% | -1% | 19% | -3% | -4% | 36%[activator] | 7% | 2%
p53null 32C tox | 14% | -2% | -6% | 10% | -17% | 14% | -12% | -9%
FH mod | -5% | -18% | -36% | 4% | / | -16% | -7% | -15%

[25] O=C(CSc1nc(-c2ccco2)nc2cc(=O)[nH]n12)Nc1ccccc1Cl
[26] COc1ccc(N(Cc2cccs2)C(=O)c2ccc(OCC(C)C)cc2)cc1
[27] CCSc1nc2c([nH]c3ccccc32)c(=O)n1-c1ccc(F)cc1
[28] CCOC(=O)c1cc(-c2ccc(C)cc2)n(CCC(=O)Nc2ccc(C(C)C)cc2)c1C
[29] COc1ccc(N2CCN(c3ncccc3-c3nc(-c4ccccc4C)no3)CC2)cc1
[30] Cc1cccc(N(CC(=O)Nc2cccc(Cl)c2C)S(C)(=O)=O)c1C
[31] CCOc1ccc(OCC(=O)NCCS(=O)(=O)N2CCN(c3ccc(F)cc3)CC2)cc1
[32] CCCCCCC(=O)Nc1ccc2nc3c(=O)n(C)c(=O)n(C)c3nc2c1C
entry no. | 25 | 26 | 27 | 28 | 29 | 30 | 31 | 32
TSG101-PTAP inh | -8% | 2% | -1% | -16% | -1% | -21% | 0% | 0%
NTMT1 inh | / | 3% | -12% | -1% | -19% | -7% | -4% | -5%
B2AR arrestin ag | 0% | -4% | -1% | 0% | -3% | -2% | 2% | 1%
GALK inh | 0% | ? | 1% | 7% | -11% | 0% | ? | 0%
p53null 39C tox | 19% | 45%[activator] | 16% | 6% | -22% | 16% | -20% | -10%
p53null 32C tox | 9% | 34%[activator] | -3% | 5% | -13% | -1% | 3% | -1%
FH mod | / | -26% | 7% | ? | -6% | -11% | 1% | -2%

[33] COc1cccc(C(=O)NCc2cn3cccc(C)c3n2)c1
[34] COc1cc(C(=O)Nc2ccc(-c3nc4cc(C)c(C)cc4o3)cc2)cc(OC)c1OC
[35] O=C(CSc1c2c(nc3ccc(Cl)cc13)CCCC2)N1CCN(c2ccc(Cl)cc2)CC1
[36] Cc1cc(C)c(Cn2c3ccccc3c3cnn(CC(=O)NC4CCC(C)CC4)c(=O)c32)c(C)c1 (configuration not stated)
[37] CCOC(=O)c1c(NC(=O)CSc2nc(-c3ccc(OC)cc3)cc(C(F)(F)F)n2)sc(C)c1C
[38] Cc1ccc(Nc2nnc(-c3ccc(C)c(S(=O)(=O)N4CCCCC4)c3)c3ccccc23)cc1
[39] O=C(Nc1ccc2oc(-c3cccc4c(Br)cccc34)nc2c1)c1ccc(Br)cc1
[40] CCN(CC)c1ccc(NC(=O)Cn2cc3c(n2)CCCC3)c(C)c1
entry no. | 33 | 34 | 35 | 36 | 37 | 38 | 39 | 40
TSG101-PTAP inh | -4% | 1% | -3% | 0% | 1% | 4% | -1% | 0%
NTMT1 inh | -5% | -2% | -4% | 9% | ? | -1% | -4% | ?
B2AR arrestin ag | -2% | 1% | 0% | -4% | 0% | 0% | 1% | -2%
GALK inh | ? | 1% | 8% | 2% | 0% | 0% | -1% | 4%
p53null 39C tox | -12% | 2% | 22% | -12% | 21% | 4% | -7% | -15%
p53null 32C tox | -3% | -5% | 35%[activator] | -7% | 1% | 0% | 0% | -1%
FH mod | -2% | 0% | -24% | -22% | -5% | -11% | -3% | -19%

[41] COc1cccc(C(=O)Nc2c(C(=O)N3CCN(c4ccc(F)cc4)CC3)oc3ccccc23)c1
[42] CC(C)Oc1ccc(CNC(=O)c2ccc(CS(=O)Cc3ccccc3Cl)o2)cc1 (configuration not stated)
[43] CCOC(=O)C1CCN(C(=O)c2nn(-c3ccc(OC)cc3)c(=O)c3c2c2ccccc2n3C)CC1
[44] CCCn1cc(S(=O)(=O)c2ccc(C)c(C)c2)c(=O)c2cc(F)c(N3CCC(C)CC3)cc21
[45] CCc1ccc(NC(=O)CCNS(=O)(=O)c2ccc3c(c2)CCCC(=O)N3)cc1
[46] CCC(C(=O)NCc1ccccc1OC)n1nc(C)n2c(cc3sccc32)c1=O (configuration not stated)
[47] CC(C)Oc1ccc(C(=O)NCC(c2ccc(N(C)C)cc2)N2CCc3ccccc32)cc1 (configuration not stated)
[48] Cc1ccc2c(c1)sc1nc(=O)n(-c3ccc(Cl)cc3)c(=O)n12
[49] Cc1cc(Nc2cccc(Br)c2)n2c(nc3ccccc32)c1C#N
[50] Cc1c(Cl)cccc1NC(=O)C1CCN(c2nc3ccccc3[nH]2)CC1
entry no. | 41 | 42 | 43 | 44 | 45 | 46 | 47 | 48 | 49 | 50
TSG101-PTAP inh | 1% | -9% | 0% | -4% | -1% | -3% | -8% | -2% | 1% | -9%
NTMT1 inh | 6% | -13% | -1% | 0% | -8% | 9% | -1% | 1% | 17% | 17%
B2AR arrestin ag | 1% | 1% | -2% | 1% | 1% | 0% | 1% | -2% | 0% | -1%
GALK inh | 1% | -1% | 8% | 3% | 4% | 7% | 0% | 0% | 2% | 0%
p53null 39C tox | 2% | -4% | -10% | -3% | -7% | -5% | 0% | -12% | -25% | 5%
p53null 32C tox | 1% | ? | 5% | -5% | -2% | 2% | 7% | 5% | -17% | -4%
FH mod | -9% | 1% | -9% | 0% | -21% | 8% | -7% | 4% | -22% | 1%
